Assay outcomes: PubChem, several laboratories
CRFBP-R2 agonist: agonists of CRF-BP/CRF-R2 complex, primary screen, cell-based, HEK293, calcium dye fluorescence, uHTS | activation, % at 13.2 µM | AID 588473, 2011 | calcium dye fluorescence (FLIPR); percent of saturating CRF peptide response | hit rate 0.46% among 350,000 | CRF-binding protein / CRF receptor 2 complex (human);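 active = activation of at least 50%, plus an integration ratio under a set limit after plate pattern correction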;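 note: plate controls were neutral control wells without compound for no effect and CRF at EC100 for full effect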
TAAR1 antagonist: human TAAR1 antagonists, primary screen, Fluo-8 calcium fluorescence, CHO RD-HGA16 cells | hit rate 1.5% among 360,000 | antagonist | inhibition, % at 3 µM;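 active = inhibition above a per-plate cutoff, the mean inhibition of test compounds on that plate plus 3 SD, cut at about 49% in these data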;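 note: 0% = DMSO plus EC80 beta-PEA response and 100% = DMSO alone without agonist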
Target sequence (Q96RJ0 whole entry, looked up): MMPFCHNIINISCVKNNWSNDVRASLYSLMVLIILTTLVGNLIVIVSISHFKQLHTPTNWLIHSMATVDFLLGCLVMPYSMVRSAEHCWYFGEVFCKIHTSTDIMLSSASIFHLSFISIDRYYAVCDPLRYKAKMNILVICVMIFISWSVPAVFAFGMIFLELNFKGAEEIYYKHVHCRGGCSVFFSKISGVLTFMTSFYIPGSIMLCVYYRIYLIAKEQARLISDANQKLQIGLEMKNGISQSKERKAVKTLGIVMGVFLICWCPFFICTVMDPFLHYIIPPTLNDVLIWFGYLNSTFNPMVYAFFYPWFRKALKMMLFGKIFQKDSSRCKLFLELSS
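System: RD-HGA16 CHO cells with stable hTAAR1 and Gα16 | Probe or stimulus: EC80 β-phenethylamine stimulus | Dosing: 3 µM, single point | Times: Dye loading 75 min at 37 °C, then 30 min room temperature | Measured by: Fluo-8 calcium-sensitive fluorescence | Read-out basis: % inhibition of agonist calcium response | Replicates: n of 1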
M5 ag: human M5 muscarinic receptor agonists, primary screen, CHO-K1 cells, Fluo-8 calcium fluorescence | Muscarinic acetylcholine receptor M5 (Homo sapiens), P08912 | CHO-K1 hM5 cells; 0% DMSO wells, 100% maximal acetylcholine response | activation, % at 3 µM | hit rate 0.19% among 360,000;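 active = activation above the run's mean over test compounds plus 3 SD, cut at about 23% in these data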;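 note: signal is peak over basal fluorescence ratio across the kinetic read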
CHRM4 PAM: human M4 muscarinic receptor positive allosteric modulators, primary screen, CHO-K1 cells, Fluo-8 calcium fluorescence. CHO-K1 hM4/Gqi5, ACh EC20; 0% = ACh EC20, 100% = maximal ACh. activation, % at 3 µM. hit rate 0.4% among 360,000. AID 624126, 2012;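 active = activation above its plate's cutoff, the mean activation of sample wells plus 3 SD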; note: some results filed as inactive read as strong as hits
Target sequence (P08173 whole entry, looked up): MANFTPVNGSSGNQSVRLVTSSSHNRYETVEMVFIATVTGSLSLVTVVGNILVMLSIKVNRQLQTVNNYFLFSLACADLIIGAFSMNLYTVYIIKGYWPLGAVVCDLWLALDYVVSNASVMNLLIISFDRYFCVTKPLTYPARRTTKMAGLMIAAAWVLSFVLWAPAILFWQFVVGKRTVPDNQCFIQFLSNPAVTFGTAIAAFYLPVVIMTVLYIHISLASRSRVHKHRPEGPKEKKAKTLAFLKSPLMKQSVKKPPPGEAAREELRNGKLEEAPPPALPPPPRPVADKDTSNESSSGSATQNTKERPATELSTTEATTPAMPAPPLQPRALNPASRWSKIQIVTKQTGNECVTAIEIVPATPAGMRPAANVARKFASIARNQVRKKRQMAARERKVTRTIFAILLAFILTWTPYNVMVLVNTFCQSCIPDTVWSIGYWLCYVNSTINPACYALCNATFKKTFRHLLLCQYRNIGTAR
CHRM5 antagonist: human M5 muscarinic receptor antagonists, primary screen, CHO cells, Fluo-8 calcium fluorescence; Muscarinic acetylcholine receptor M5 (Homo sapiens), P08912; CHO-hM5 cells, ACh EC80; hit rate 0.59% among 360,000; inhibition, % at 3 µM;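 active = inhibition above a per-plate cutoff, the mean of that plate's test compounds plus 3 SD, cut at about 27% in these data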;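 note: 0% = acetylcholine EC80 with DMSO and 100% = DMSO without agonist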
CHO-K1 Ca PAM: nonselective calcium activators in parental CHO-K1 cells, primary screen, counter-screen for M1 PAM project, cell-based, Fluo-8 calcium fluorescence, full deck, 1536-well; ATP EC20; 0% at ATP EC20, 100% at ATP max; activation, % at 3 µM; hit rate 0.02% among 360,000; AID 602247, 2012;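 active = activation above the run cutoff, the mean activation of all test compounds plus 3 SD, cut at about 40% in these data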;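 note: peak over basal fluorescence ratio in a 140 s read after ATP addition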
CHRM5 PAM: human M5 muscarinic receptor positive allosteric modulators, primary screen, CHO-K1 cells, Fluo-8 calcium fluorescence. CHO-K1 hM5, ACh EC20 PAM; 0% = ACh EC20, 100% = ACh EC100. hit rate 0.3% among 360,000. Muscarinic acetylcholine receptor M5 (Homo sapiens), P08912. activation, % at 3 µM. AID 624038, 2012;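 active = activation above the run cutoff, the mean activation of all test compounds plus 3 SD, cut at about 18% in these data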
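Assay system – human M5 receptor in CHO-K1 cells · Read-out – % activation, ACh-normalized · Technique – Fluo-8 calcium fluorescence · Dosing – single-point, 3 µM nominal · Incubation – Fluo-8 loading 80 min at 37 °C plus 30 min room temperature · Repeats – singlicate, one well per test compound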
TAAR1 agonist: human TAAR1 agonists, primary screen, Fluo-8 calcium fluorescence, CHO RD-HGA16 cells; Trace amine-associated receptor 1 (Homo sapiens), Q96RJ0; activation, % at 3 µM; hit rate 0.99% among 360,000; vehicle wells 0%, saturating PEA agonist 100%;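 active = activation above the mean activation of all test compounds in the run plus 3 SD, cut at about 38% in these data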
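Assay system: CHO-derived RD-HGA16 cells with stable Gα16 and human TAAR1; timing: 17-24 h seeding, 75 min 37 °C dye, 30 min RT; read-out: % activation from peak over basal fluorescence ratio, DMSO-to-PEA scaled; measured by: kinetic Fluo-8 calcium fluorescence; benchmarks: low control DMSO, high control PEA (EC100); doses: 3 µM single concentration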
CRFR2-BP antag: antagonists of CRF-BP/CRF-R2 complex, primary screen, cell-based, HEK293, calcium dye fluorescence, uHTS. hit rate 0.59% among 350,000. inhibition, % at 11.8 µM. CRF-induced calcium fluorescence. AID 588475, 2011;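 active = inhibition of the ligand-induced calcium signal above about 50% at the single tested concentration, limit read from the data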
Active calls of the source: *; · = no result given.

SMILES	CRFBP-R2 agonist	TAAR1 antagonist	M5 ag	CHRM4 PAM	CHRM5 antagonist	CHO-K1 Ca PAM	CHRM5 PAM	TAAR1 agonist	CRFR2-BP antag
CCOC(=O)c1sc(NC(=O)/C=C/c2ccc(F)cc2)nc1C	-2.1	-1	1	2	-12	-7	4	11	-4
CN(C(=O)COc1ccccc1C(=O)NCCc1ccccc1)c1ccccc1	-2.1	46	3	-25	2	6	-12	10	31
CC(=O)NC(c1ccco1)c1cc(F)c2cccnc2c1O (stereo unspecified)	-2.2	0	2	3	17	18	-2	0	3
COc1ccc(S(=O)(=O)NC(CC(=O)NC2CCCC2)c2ccco2)cc1 (stereo unspecified)	0.7	1	-4	3	-13	6	-4	11	-16
O=C1CCNc2c(Cl)cc(Cl)cc21	1.2	-14	1	-5	7	6	6	0	-8
Cc1ccc(NC(=O)CN(C)CC(=O)Nc2ccc(F)c(F)c2F)c(Cl)c1	-0.2	-29	-2	0	-1	5	5	-2	6
Cc1cccc(Nc2ccc(C(=O)O)cc2[N+](=O)[O-])c1C	0.4	-1	-5	-2	11	2	2	0	9
COC(=O)c1cc(Br)c(=O)n(-c2ccccn2)c1	0.3	-6	0	7	-10	13	0	7	6
COc1cc(C(=O)Nc2ccc(NC(=O)C(C)C)nc2)cc(OC)c1OC	1.8	9	-3	-3	-4	-6	-3	5	-4
CCSc1ncc(Cl)c(C(=O)Nc2ccccc2F)n1	-3.4	5	-4	-5	0	14	13	-3	4
O=C(Cn1nc(Cc2cccnc2)c2ccccc2c1=O)NCC1CCCO1 (stereo unspecified)	0.0	-3	2	0	4	-4	-2	0	0
Cc1cccc(Cn2cc(SCC(=O)Nc3nccs3)c3ccccc32)c1	1.0	9	0	-3	1	13	-4	-2	5
O=C(CCc1c[nH]c2ccccc12)N1CCN(S(=O)(=O)c2ccc([N+](=O)[O-])cc2)CC1	0.6	3	-1	-6	2	18	-7	4	-2
CC(OC(=O)CN(C)S(=O)(=O)c1ccc(Cl)cc1)C(=O)Nc1cccc(Cl)c1 (stereo unspecified)	2.4	32	-2	-8	6	3	-16	8	-23
CC1(C)N=C(c2ccc(Cl)cc2)C(=O)N1	0.5	-7	-1	16	-4	13	0	4	5
Cc1ccc(CSc2nn3c(=O)c(C)nnc3s2)cc1	0.6	-27	-1	-7	1	-10	-6	2	10
Nc1ncnc2c1ncn2[C@@H]1O[C@H](CO)[C@@H](O)[C@@H]1O	6.8	-6	1	4	-1	18	-5	0	-12
O=C(c1cnn2c(C(F)(F)F)cc(-c3ccc4c(c3)OCO4)nc12)N1CCCCC1	-1.0	-1	-1	1	-7	24	5	8	3
O=C(CSc1ncn[nH]1)c1ccc2c(c1)OCO2	-1.3	0	1	5	7	-7	-9	11	29
Cc1sc2nc(CC(N)=O)[nH]c(=O)c2c1-c1ccccc1	1.6	·	2	7	-1	5	-4	·	0
O=C(COc1ccccc1F)NCc1ccc(-n2cccc2)cc1	-5.9	-17	-10	1	-3	9	7	4	25
CCOc1ccccc1N(C)S(=O)(=O)c1ccc2[nH]cc(C(=O)N(CCOC)CCOC)c(=O)c2c1	-0.6	-2	-5	3	3	1	4	7	6
Cc1nc([N+](=O)[O-])c(NCCCO)n1Cc1ccccc1	-1.0	2	-2	5	-6	18	10	4	-5
COc1ccc(-c2cc3c(=O)n(CC(=O)Nc4ccc(C(C)=O)cc4)ncn3n2)cc1	1.9	3	-3	5	20	-6	-7	1	-3
C=CCc1ccc(OCCn2cccc2C=O)c(OC)c1	-0.4	3	-4	13	-1	11	5	7	-13
COc1ccccc1CNC(=O)CCNS(=O)(=O)c1cc(Br)cnc1N	0.1	-15	-6	4	5	5	0	3	6
CCOC(=O)c1cn(-c2c(C)n(C)n(-c3ccccc3)c2=O)c2c(F)c(F)c(F)cc2c1=O	-0.3	-15	1	-1	5	19	6	2	2
COc1ccc(C(=O)NC(=O)CSc2n[nH]c(N)n2)cc1	0.9	0	1	10	19	4	1	0	-6
CN1CCN(CCC(=O)N/N=C/c2cc([N+](=O)[O-])ccc2O)CC1	-2.8	-14	0	-1	0	12	-1	4	6
C/C(=N\NS(=O)(=O)c1ccccc1)c1ccc2c(c1)OCCO2	1.0	10	-4	1	3	0	-1	5	7
CCOC(=O)N1CCC(NC(=O)c2ccc(OC)c(CN3CC(=O)N4CCCC4C3=O)c2)CC1 (stereo unspecified)	0.8	11	0	1	6	16	-7	0	-5
O=C(CC1C(=O)NCCN1C(=O)Nc1ccc(F)cc1F)Nc1ccc(F)cc1 (stereo unspecified)	1.4	-11	4	-9	4	14	1	2	13
Cc1cc(C)c(C(N)=O)c(Nc2cccc(Cl)c2)n1	1.4	11	0	-3	-3	2	-4	1	-5
COc1ccccc1NC(=O)c1c(NC(=O)CCC(=O)O)sc2c1CCCCC2	-3.0	-10	2	-4	4	-25	-2	6	23
O=C(NCc1ccc(F)cc1)N1CCc2ccccc2C1	0.2	-10	-4	-12	10	7	2	1	5
Cc1ccc(S(=O)(=O)N2CCOCC2)cc1NC(=O)Cn1nc(C)c([N+](=O)[O-])c1C	0.5	-12	0	12	3	3	-4	1	14
Cc1ccc(CN2CCN(/N=C/C=C/c3ccccc3[N+](=O)[O-])CC2)cc1	-1.4	8	-3	-3	8	9	-8	3	-9
CC1CCN(C(=O)CSc2nnc(CNC(=O)c3ccc(S(=O)(=O)N(C)C)cc3)o2)CC1	-1.0	-11	-3	2	1	5	0	2	9
CCOC(=O)C1CCCN(C(=O)c2ccc(C(=O)c3ccccc3)cc2)C1 (stereo unspecified)	-0.7	9	5	4	8	14	-8	2	3
COc1ccc(-c2cc(CN3C(=O)c4ccccc4C3=O)on2)cc1	-0.7	-14	-1	-10	12	1	-6	3	-14
CC(C(=O)N(C)C1CCS(=O)(=O)C1)N1C(=O)/C(=C/c2cccs2)SC1=S (stereo unspecified)	-0.8	-15	-2	1	-13	22	1	4	-8
COc1ccc(NC(=O)c2nc[nH]c2C(=O)N(C)CCO)cc1	0.3	-12	2	0	-7	13	2	4	-1
Fc1cccc(CN2CCN(Cc3nc(CCc4ccccc4)no3)CC2)c1	1.4	-20	-5	9	6	24	-3	-1	12
CC1CCC(NC(=O)c2ccc3c(c2)S(=O)(=O)c2ccccc2C3=O)CC1 (stereo unspecified)	-1.5	43	1	2	10	3	-8	14	3
COC(=O)CCCC(=O)NCC1(N(C)Cc2ccccc2)Cc2ccccc2C1	-0.8	-8	0	5	3	8	-2	1	5

Three compounds out of the list, ordered by SMILES length, ascending.
SMILES	CRFBP-R2 agonist	TAAR1 antagonist	M5 ag	CHRM4 PAM	CHRM5 antagonist	CHO-K1 Ca PAM	CHRM5 PAM	TAAR1 agonist	CRFR2-BP antag
Fc1cccc(CN2CCN(Cc3nc(CCc4ccccc4)no3)CC2)c1	1.4	-20	-5	9	6	24	-3	-1	12
COC(=O)CCCC(=O)NCC1(N(C)Cc2ccccc2)Cc2ccccc2C1	-0.8	-8	0	5	3	8	-2	1	5
O=C(CC1C(=O)NCCN1C(=O)Nc1ccc(F)cc1F)Nc1ccc(F)cc1 (stereo unspecified)	1.4	-11	4	-9	4	14	1	2	13

The list goes on:
SMILES	CRFBP-R2 agonist	TAAR1 antagonist	M5 ag	CHRM4 PAM	CHRM5 antagonist	CHO-K1 Ca PAM	CHRM5 PAM	TAAR1 agonist	CRFR2-BP antag
CCOC(=O)c1c(NC(=O)c2ccc(S(=O)(=O)N3CCOCC3)cc2)sc2c1CCN(C(C)C)C2	19	-3	-3	3	12	-8	-2	2	-7
Cc1ccc2c(c1)C(=O)C(=O)N2CC(=O)Nc1ccc(N2CCOCC2)cc1	-0.3	-8	-3	-7	3	10	2	2	-2
CCCCOc1ccc2c(C)cc(=O)oc2c1OCCCC	0.3	11	-4	5	2	15	0	9	-13
C=CCn1cc(/C=N/NC(=O)COc2cccc3cccnc23)c2ccccc21	-3.4	2	-4	0	4	8	-5	6	9
N#CC1=C(N)N(c2ccc(Oc3ccccc3)cc2)C(=O)C1	0.1	16	2	7	1	3	-1	5	-3
O=S(=O)(O)c1nc2ccccc2n1Cc1ccccc1	-0.2	-6	-1	-8	-5	23	-2	1	13
Cc1nc2cc(NCc3ccccc3O)ccc2n1Cc1ccccc1	-1.0	13	6	-5	-4	18	-1	34	-30
O=C(COC(=O)/C=C/c1ccccc1[N+](=O)[O-])NCC(F)(F)F	0.3	11	-2	8	-7	-16	-6	5	-11
O=C(COC(=O)Cc1ccc([N+](=O)[O-])cc1)NCc1ccc2c(c1)OCO2	-6.5	10	-1	2	11	-1	-6	-1	18
O=C(COC(=O)c1cc(=O)[nH]c2ccccc12)c1cccs1	-2.6	-1	2	-3	11	-19	-8	4	-25
Cc1ccc(OCC(=O)OCC(=O)Nc2ccc3c(c2)OCO3)cc1C	14	0	4	10	4	14	4	0	-13

Filtered by structure, the entries above containing an NH in an aromatic ring
SMILES	CRFBP-R2 agonist	TAAR1 antagonist	M5 ag	CHRM4 PAM	CHRM5 antagonist	CHO-K1 Ca PAM	CHRM5 PAM	TAAR1 agonist	CRFR2-BP antag
O=C(CCc1c[nH]c2ccccc12)N1CCN(S(=O)(=O)c2ccc([N+](=O)[O-])cc2)CC1	0.6	3	-1	-6	2	18	-7	4	-2
O=C(CSc1ncn[nH]1)c1ccc2c(c1)OCO2	-1.3	0	1	5	7	-7	-9	11	29
Cc1sc2nc(CC(N)=O)[nH]c(=O)c2c1-c1ccccc1	1.6	·	2	7	-1	5	-4	·	0
CCOc1ccccc1N(C)S(=O)(=O)c1ccc2[nH]cc(C(=O)N(CCOC)CCOC)c(=O)c2c1	-0.6	-2	-5	3	3	1	4	7	6
COc1ccc(C(=O)NC(=O)CSc2n[nH]c(N)n2)cc1	0.9	0	1	10	19	4	1	0	-6
COc1ccc(NC(=O)c2nc[nH]c2C(=O)N(C)CCO)cc1	0.3	-12	2	0	-7	13	2	4	-1
O=C(COC(=O)c1cc(=O)[nH]c2ccccc12)c1cccs1	-2.6	-1	2	-3	11	-19	-8	4	-25
